Screening results as filed in PubChem BioAssay.
INS-1E GSIS act = GLuc luminescence reporter in INS-1E cells, primary screen for activators of glucose-dependent secretion of insulin; INS-1E GLuc reporter insulin secretion, 2-3 h; activation, % at 16.6 µM; hit rate 0.61% among 370,000; AID 743287;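 active = lowest replicate activation of at least 40%, so every replicate reaches that level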;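 note: 0% = median of neutral control wells and 100% = median of IBMX positive control wells; some compounds called inactive have numbers as strong as hits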
FN deposit inh = fibronectin deposition inhibition; AH1F fibroblasts, Alexa488-fibronectin deposition fluorescence, overnight; inhibition, % at 12.6 µM; hit rate 0.086% among 350,000;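 active = mean inhibition across replicates of 30% or more, regardless of how many single replicates reach that level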;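 note: positive control wells lacked labelled fibronectin entirely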
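material = AH1F fibroblast monolayer depositing Alexa488-labelled fibronectin into matrix | amount = 10000 AH1F cells/well | buffer or medium = DMEM plus 2% serum, read in PBS | incubation = 1 h cell adhesion before compound, then overnight fibronectin incubation | detection = fluorescence at 485 nm excitation, 525 nm emission | evaluation = percent inhibition as loss of matrix-bound fibronectin fluorescence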
CFTR F508del cor = CFTR F508del correction in bronchial cells; AID 720511; activity (quench increase), % at 7.58 µM; CFBE cells, YFP halide quenching; stimulated with forskolin plus potentiator P3; % fluorescence drop versus neutral controls; hit rate 0.36% among 350,000;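 active = mean added fluorescence quench of at least 8% versus neutral control, with both replicates also reaching 8%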;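 note: cells transiently co-express mutant CFTR-F508del with the halide-sensitive YFP; corrector assay measuring rescue of mutant channel to the surface after 24 h compound exposure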
The depositor's hits bear a star; & = joins results of further samples. A portion of the library. The share of hits here may be higher or lower than overall.

mol | FN deposit inh | INS-1E GSIS act | CFTR F508del cor
Cc1sc(NC(=O)CN(CCc2ccccc2)C(=O)C2CC2)c(C(N)=O)c1C | 11 | -7 | 0.4
CC(=O)C1=C(C)N(Cc2ccc(F)cc2)C(=S)NC1c1cccc(Cl)c1 (centres undefined) | 6 | -8 | 3.5
Cc1ccc(CN(C)C(=O)COC(=O)CSc2ccc([N+](=O)[O-])cc2)cc1 | 5 | -5 | -4.9
Cc1cc(C)n2cc(-c3ccc(Cl)cc3)c(C(=O)O)c2n1 | -3 | 11 | 1.0
CC(C(=O)N1CCCC1)c1ccc([N+](=O)[O-])cc1 (centres undefined) | -17 | 5 | -1.3
O=C1NC(c2ccccc2)N=C2Oc3ccccc3C=C12 (centres undefined) | 4 | -21 | -1.7
CCC1CCc2sc(C(=O)N(C)CC(=O)Nc3ccc(OC)cc3)cc2C1 (centres undefined) | -8 | 9 | 0.2
CN1CCN(NC(=O)c2cccs2)CC1 | 3 | -8 | -1.7
Cc1nnc2n1N=C(c1ccc3c(c1)NC(=O)CO3)CS2 | -2 | 13 | 1.4
CCOC(=O)C1CCCN(c2cc(NCCCO)c([N+](=O)[O-])c3nonc23)C1 (centres undefined) | 12 | 13 | 4.1
C(=N\Nc1nn2cnnc2c2ccccc12)/c1ccco1 | -5 | 3 | -1.8
CCOc1ccc2nc(COC(=O)c3cccs3)c(C(C)=O)[n+]([O-])c2c1 | 6 | 6 | -0.1
Cn1c(=S)[nH]c2sc3c(c2c1=O)CCC(C(C)(C)C)C3 (centres undefined) | -9 | 10 | 0.0
COc1cc2nc(CN3CCN(S(=O)(=O)c4ccc(Cl)cc4)CC3)[nH]c(=O)c2cc1OC | 13 | -10 | 3.0
O=C(CSc1ncccn1)N/N=C/c1ccc(OC2CSC2)cc1 | -1 | -2 | -2.0
CCOC(=O)N1CCC2(CC1)NCCc1c2[nH]c2ccccc12 | 7 | 25 | 0.5
CCCOC(=O)c1ccc(NC(=O)c2ccccc2[N+](=O)[O-])cc1 | -2 | -21 | -1.7
CC(=O)c1c(C)oc2ccc(NS(=O)(=O)c3cccs3)cc12 | -10 | -10 | -0.7
N#C/C(=C\c1c[nH]c2ccccc12)C(N)=O | 2 | 26 | -2.8
CN=CC1=C(O)C(C(=O)OC)C(C)(C)CC1=O (centres undefined) | -6 | 2 | 1.6
CCc1c(-c2ccc(Cl)cc2)ncn1CCc1ccccc1OC | -5 | 10 | -3.3
COc1ccc(Cl)cc1NC(=O)NC(C)C | -9 | 9 | 2.2
CN1CCN(c2oc(/C=C/c3ccccc3)nc2C#N)CC1 | -4 | 8 | 0.5
O=C(c1cc2ccccc2s1)N1CCOCC1 | -1 | 13 | 1.3
O=C(Nc1nc(-c2ccco2)c(-c2ccco2)s1)c1cnccn1 | 9 | 17 | 0.4

mol | FN deposit inh | INS-1E GSIS act | CFTR F508del cor
CCN(Cc1ccccc1)S(=O)(=O)c1ccc(C(=O)N(CCCN(C)C)c2nc3cc(OC)ccc3s2)cc1 | -2 | -55 | -1.6
COc1cc(OC)cc(C2=Cc3ccccc3C(CC(C)=O)N2c2ccc(C#CCCO)cc2)c1 (centres undefined) | 5 | 5 | -2.6
S=C1NCCOc2ccccc21 | -3 | -2 | -0.8
CC(=O)Nc1ccc2nc(NC(=O)CS(=O)(=O)c3ccccc3)sc2c1 | -3 | 14 | 1.4
CNC(=S)N/N=C(\C)c1ccccc1 | -1 | 6 | -1.9
CCN1CCN(C(=O)c2ccccc2NS(=O)(=O)c2ccc(Cl)cc2)CC1 | -5 | 22 | 1.9
O=C(NNC(=O)C1[C@H]2CCCC[C@@H]12)NC1CCCCC1 (some centres undefined) | 2 | -1 | -2.9
O=C(O)c1ccc(N2C(=O)CSC2=S)cc1 | -14 | 1 | -0.4
Cc1c(Br)c([N+](=O)[O-])nn1CC(=O)c1ccccc1 | 5 | 20 | -1.1
CSc1ccc(CN2C(=O)NC3(CCCCCCC3)C2=O)cc1 | 7 | -9 | -0.2
CC(=O)C1=C(C)N(Cc2ccc(Br)cc2)C(=S)NC1c1cccc(Br)c1 (centres undefined) | 10 | 0 | -2.3
O=C(NCc1ccccc1)C1C(=O)Nc2ccccc2C(=O)N1c1ccc2c(c1)OCCO2 (centres undefined) | -5 | 4 | -0.4
CCOC(=O)c1c(-c2ccc(OC)cc2)oc2c1C(OC(C)=O)CCC2 (centres undefined) | -5 | -2 | -3.8
CCOC(=O)C1=CCN(S(=O)(=O)c2ccc([N+](=O)[O-])cc2)C1c1ccc(C)cc1 (centres undefined) | 4 | -14 | -4.2
CCn1cc[n+](C)c1P(c1ccccc1)c1ccccc1 | 4 | 10 | -0.6
O=C(NNC1CC(=O)N(c2ccc(F)cc2)C1=O)c1cccnc1 (centres undefined) | -3 | -16 | 2.7
CCN(c1ccccc1)S(=O)(=O)c1cccc(C(=O)OCc2nc3sc(C)c(C)c3c(=O)[nH]2)c1 | -5 | 3 | -4.5
O=C(CCn1c(=S)[nH]c2ccccc2c1=O)Nc1ccc(F)cc1 | 11 | 38 | 1.7
OCCNCC(O)Cn1c2ccccc2c2ccccc21 (centres undefined) | -2 | -2 | 0.3
CN(C(=O)COC(=O)c1ccc(S(=O)(=O)N2CCCC2)cc1)c1ccccc1 | 3 | -8 | 5.5
CC1CC1C(=O)OCC(=O)Nc1cccc([N+](=O)[O-])c1 (centres undefined) | -7 | 5 | 1.7
O=C(Cc1ccc(NC(=O)C2CCCN(C(=O)c3ccccc3)C2)cc1)Nc1cccc(C(=O)N2CCCCC2)c1 (centres undefined) | 11 | 79* | -2.0
CC(NC(=O)COc1ccccc1)C(c1cccs1)N1CCCC1 (centres undefined) | 7 | 9 | 0.8
Cc1cc(CNC(=S)Nc2ccc(Br)cc2Cl)nn1C | 2 | 4 | -0.7
N#Cc1c(Nc2ccccc2)[n+]([O-])c2ccc(Cl)cc2[n+]1[O-] | -5 | -13 | 1.5

mol | FN deposit inh | INS-1E GSIS act | CFTR F508del cor
CCN(C(=O)CSc1cc(C)c2ccccc2n1)C1CCS(=O)(=O)C1 (centres undefined) | 5 | -11 | 2.7
COc1cccc2c1C1(O)C2CCCCCCCCCC12OCCCO2 (centres undefined) | -6 | 13 | 2.5
Cc1ccc(S(=O)(=O)N2CCN(C(=O)CCC(=O)NCc3cccc(C(F)(F)F)c3)CC2)cc1 | -1 | -24 | 0.4
c1cc(-c2ccc(C3[C@H]4CNC[C@@H]3N4Cc3nccs3)cc2)ccn1 (some centres undefined) | -12&-6 | 2&0 | 1.9&1.0
CC(C)C[C@H]1COc2cccc(N3CCCC3)c2S(=O)(=O)N1 | 0 | 0 | -0.3
Cc1cccc(C)c1N1C(=O)c2ccccc2NC(=O)C1C(=O)NCCc1ccccc1 (centres undefined) | 7 | 16 | 0.1
O=C(O)/C=C/c1cnn(-c2ccccc2)c1 | 8 | 2 | -1.2
COc1cc(NC(=O)CSc2nnc3ccc(-c4cccnc4)nn23)cc(OC)c1 | -11 | 10 | -2.7
COc1cc2c(cc1[N+](=O)[O-])n(C(C)C)c(=O)n2C(C)C | 6 | 58* | 3.9
CCCCCCCCN1C(=O)[C@H](CC(=O)NCC23CC4CC(CC(C4)C2)C3)C[C@@]2(C(=O)OCC)CCC=C12 | 2 | -20 | 3.4
CCC(=O)N1CC(=O)N2[C@H](CO)[C@@H](c3ccc(-c4ccc(C#N)cc4)cc3)[C@@H]2C1 | 11 | 6 | 0.9
COCCNC(=O)c1cccc(Nc2nc(-c3ccccc3)c3cc(Cl)ccc3n2)c1 | 5 | 9 | 1.3
Cc1cc2ncc(S(=O)(=O)c3ccccc3)c(N)n2n1 | -3 | -2 | -1.4
COc1ccc(CCNC(=O)CS(=O)Cc2nc(-c3ccccc3F)oc2C)cc1OC (centres undefined) | 6 | 12 | -2.2
CCC(=O)N(CCC1(C(C)C)CCOC(C)(C)C1)C(C)c1cccs1 (centres undefined) | 2 | -2 | -0.2
COc1ccc(OCC(=O)N2CCc3c([nH]c4ccccc34)C2c2ccccn2)cc1 (centres undefined) | -8 | -20 | -0.7
COC(=O)[C@@]12C[C@@H](CC(=O)N3CCSCC3)C(=O)N(Cc3ccccc3)C1=CCC(C)(C)C2 | -2 | -16 | -1.6
CCOc1ccccc1C(=O)N1CCC[C@@H]1C(=O)N1CCC[C@H]1C(=O)NCc1ccccc1 | -4 | -16 | -1.4
N#C/C(=C\c1cc([N+](=O)[O-])ccc1Cl)C(N)=O | 8 | -50 | -3.3
CS(=O)(=O)N1CCC(C(=O)Nc2cc(Cl)ccc2Cl)CC1 | -1 | 7 | -3.5
O=C(N/N=C\c1cccnc1)c1cc(-c2ccc(Cl)s2)[nH]n1 | 5 | -9 | -1.3
COC(=O)c1cc(-c2cccs2)[nH]n1 | -3 | -5 | -1.1
O=C(OCc1cc([N+](=O)[O-])cc2c1OCOC2)c1cccnc1SC(F)F | 21 | -5 | -1.3
COc1cccc(CNC(=O)[C@H]2CCCN2C(=O)[C@H]2CCCN2C(=O)c2cc(F)cc(F)c2)c1 | -1 | 28 | 4.7
Cc1cccc(C)c1NC(=O)C1(C)CSCC(=O)N1Cc1cccc(F)c1 (centres undefined) | -6 | -7 | 1.7

mol | FN deposit inh | INS-1E GSIS act | CFTR F508del cor
COC(=O)c1cc2n(n1)CCCNC2=O | 1 | 5 | 4.2
Cc1ccc(N/N=C(\C#N)C(=O)c2ccsc2)cc1 | 0 | 6 | -0.7
COc1cc(N2C[C@@]3(O)CC[C@@H](O)[C@@H](OC)[C@@H]3[C@@](C)(O)[C@@H]2CC=C(C)C)cc(OC)c1OC | -4 | 28 | -1.8
O=C(COn1nnc2ccc(C(F)(F)F)cc21)Nc1c(Cl)cccc1Cl | -2 | -4 | 1.1
Cc1ccc(-n2cc(CNC(C)c3cnn(C)c3C)c(-c3ccc(F)cc3)n2)cc1 (centres undefined) | 6 | -24 | -2.8
CC(C)CNC(=O)CN1C(=O)NC(Cc2c[nH]c3ccccc23)C1=O (centres undefined) | 0 | -2 | 0.0
CNC(=S)Nc1ccc([N+](=O)[O-])cc1 | -2 | -4 | -3.6
CC(=O)c1cc(C#N)c(SCc2ccc([N+](=O)[O-])cc2)nc1C | -16 | 3 | -1.2
CN1C(=O)C(=O)N(c2cccc(C(F)(F)F)c2)C1=O | -4 | 3 | 0.7
Cc1cc2c(cc1C)NC(=O)CC(c1ccccc1)=N2 | -9 | 0 | 0.1
Cc1ccsc1/C=N/NC(=O)Cn1nc(C)c([N+](=O)[O-])c1C | 14 | -7 | 1.3
O=c1c(Cc2ccc(F)cc2)c(O)ccn1CC1CCCO1 (centres undefined) | 2 | 5 | -0.3
CCn1c(O)c(/C=C/C=C/C=Nc2ccccc2)sc1=S | -3 | 11 | -2.0
CCNC(=S)N1CCC(n2cnc3ccccc32)CC1 | -13 | 5 | -1.0
COc1cc(C)c2c(c1OC)C(=O)CC2 | -4 | 15 | -0.4
O=C1/C(=C/c2cccnc2)SC(=S)N1c1ccccc1 | 3 | 0 | 1.4
COc1cccc(CNS(=O)(=O)c2ccccc2Br)c1 | 2 | 15 | 0.1
O=C(/C=C/c1ccco1)Nc1ccccc1N1CCCC1 | -9 | -9 | 3.7
COC(=O)[C@]12CCCCC=C1N(CCc1ccc(OC)c(OC)c1)C(=O)[C@H](CC(=O)NCc1ccc(C)o1)C2 | 2 | -23 | 4.1
COCCCn1cn[nH]c1=S | 2 | -4 | -0.1
C=CCc1c(C)nc(-c2ccccc2)nc1N/N=C/c1ccncc1 | 2 | 0 | -1.9
O=C1[C@@H]2C(c3cccnc3)=NO[C@@H]2C(=O)N1c1ccc(Cl)cc1Cl | 15 | 1 | -3.6
C=C(C)C(=O)Nc1cccnc1Oc1ccc(F)cc1F | -7 | 12 | -2.0
O=C1C=C(OCCF)CC(c2cccc(Cl)c2)O1 (centres undefined) | 4 | 2 | 0.6
CC12CCC(C(=O)NCc3ccc(F)cc3)(OC1=O)C2(C)C (centres undefined) | 17 | -7 | -1.7

mol | FN deposit inh | INS-1E GSIS act | CFTR F508del cor
COC(=O)C1=CN(c2ccc(N3CCOCC3)cc2)C(N)=C(C#N)C1c1ccccc1 (centres undefined) | 8 | -4 | 0.1
Nc1[nH]c(C(=O)c2ccccc2)c(-c2ccc(Cl)cc2Cl)c1C(=O)c1ccc(Br)cc1 | 20 | -27 | -5.6
CCN1CNC(=S)N(CCc2ccccc2)C1 | 4 | -7 | -0.8
CCCS(=O)(=O)N1CCCC(C(=O)c2ccccc2OC)C1 (centres undefined) | -7 | -4 | 0.3
CC(C)Cn1c(O)c(/C=C2\C=NN=C2c2ccccc2)sc1=S | 4 | 83* | -2.1
CC(C)(C)OC(=O)N1CCC[C@H]1C(=O)N/N=C/c1ccc2ncccc2c1 | -5 | 15 | 0.5
COc1ccc(N2CCN(C(=O)c3cc(-c4cccs4)nc4ccccc34)CC2)cc1 | -1 | -8 | 4.1

Compounds above that have a COOH group (three):
mol | FN deposit inh | INS-1E GSIS act | CFTR F508del cor
Cc1cc(C)n2cc(-c3ccc(Cl)cc3)c(C(=O)O)c2n1 | -3 | 11 | 1.0
O=C(O)c1ccc(N2C(=O)CSC2=S)cc1 | -14 | 1 | -0.4
O=C(O)/C=C/c1cnn(-c2ccccc2)c1 | 8 | 2 | -1.2
